Exocytosis inh: LAMP-1 surface exposure blockers, TALL-104 cells – cell-based, flow cytometry, MLPCN library, primary screen; TALL-104 LAMP-1 surface exposure; cells stimulated with thapsigargin and PMA; inhibition, % at 10 µM; hit rate 0.66% among 360,000; AID 651702, 2012;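 active = inhibition above about 55%, limit read from the data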
TROY signal inh: inhibitors of TROY-driven NF-kB signaling, primary screen, Q293 LMP1-TROYcd cells, NF-kB luciferase, uHTS | Q293 LMP1-TROYcd NF-kB luciferase reporter, 4 h | inhibition, % at 10 µM | hit rate 0.98% among 360,000;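 active = compounds whose plate-normalised and pattern-corrected inhibition of the luciferase reporter signal at the single screening dose is 50% or more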
NCOA2 inhibitor: inhibition of GAL4-SRC2 driven luciferase reporter, primary screen, SRC2 inhibitor project, cell-based, luminescence; Nuclear receptor coactivator 2 (Homo sapiens), Q15596; HEK293 GAL4-SRC2 luciferase reporter; inhibition, % at 9 µM; hit rate 0.17% among 370,000; AID 651957, 2012;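 active = inhibition above the mean inhibition of all tested compounds plus 3 SD, set per campaign, cut at about 52% in these data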;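 note: 0% = DMSO treated cells and 100% = cells given Gossypol at 36 µM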
TLR9-MyD88 block: inhibitors of TLR9-MyD88 association in cells, primary screen, cell-based, CHO, BLA complementation, fluorescence | CCF4 FRET ratio | AID 504734, 2011 | Toll-like receptor 9 (Homo sapiens) + Myeloid differentiation primary response protein … | inhibition, % at 4.98 µM | hit rate 0.21% among 340,000;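 active = inhibition above the mean over all tested compounds plus 3 SD, cut at about 21% in these data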;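 note: 0% = DMSO only wells and 100% = clavulanate BLA inhibitor control wells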
TWEAK Fn14 block: inhibitors of TWEAK-Fn14 signaling, primary screen, luciferase reporter cells, uHTS. hit rate 2% among 360,000. TWEAK-stimulated Fn14 reporter cells, luciferase luminescence, 8 h. inhibition, % at 10 µM; in the data active = inhibition above about 50%
NCOA3 inh: SRC3 coactivator transcriptional activity inhibitors, primary screen, cell-based, luminescence | HEK293 GAL4-SRC3 luciferase reporter | inhibition, % at 3.6 µM | hit rate 0.17% among 360,000;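 active = inhibition above a per-campaign cutoff, the mean of all compounds plus 3 SD, cut at about 60% in these data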;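 note: 0% = DMSO-treated cells and 100% = gossypol-treated cells at 36 µM; higher means less SRC3-driven luciferase light from the GAL4 reporter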
NOD2 RIPK2 PPI: NOD2-RIPK2 binding disruptors in cells, primary screen, fluorescence, CHO cells, BLA complementation; Receptor-interacting serine/threonine-protein kinase 2 (Homo sapiens), O43353; CCF4 ratio; inhibition, % at 4.98 µM; hit rate 0.38% among 360,000; AID 624267, 2012; in the data active = inhibition above about 21%;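 note: 0% = vehicle only and 100% = reference blocker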
Target sequence (O43353 whole entry, looked up): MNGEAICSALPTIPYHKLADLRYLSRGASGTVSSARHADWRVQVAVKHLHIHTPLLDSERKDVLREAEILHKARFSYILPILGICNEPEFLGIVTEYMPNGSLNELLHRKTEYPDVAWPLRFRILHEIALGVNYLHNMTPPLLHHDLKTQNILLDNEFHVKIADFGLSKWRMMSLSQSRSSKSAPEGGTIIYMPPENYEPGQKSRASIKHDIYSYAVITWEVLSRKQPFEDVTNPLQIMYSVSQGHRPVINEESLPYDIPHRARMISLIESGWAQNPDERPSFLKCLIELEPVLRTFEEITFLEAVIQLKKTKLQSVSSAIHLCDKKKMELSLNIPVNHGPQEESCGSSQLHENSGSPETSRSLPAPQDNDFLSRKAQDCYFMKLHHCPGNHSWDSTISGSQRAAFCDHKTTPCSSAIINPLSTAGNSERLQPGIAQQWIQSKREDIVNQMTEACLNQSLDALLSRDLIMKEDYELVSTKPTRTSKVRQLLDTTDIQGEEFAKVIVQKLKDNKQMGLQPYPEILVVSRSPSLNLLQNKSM
NCOA1 inh: SRC1 coactivator transcriptional activity inhibitors, primary screen, cell-based, luminescence. Nuclear receptor coactivator 1 (Homo sapiens), Q15788. HEK293 GAL4-SRC1 luciferase reporter. inhibition, % at 3.6 µM. hit rate 0.12% among 360,000;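 active = inhibition above the campaign mean plus 3 SD, with each screening campaign given its own cutoff, cut at about 60% in these data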;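 note: 0% = DMSO treated cells and 100% = gossypol at 36 µM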
COUP-TFII inh: NR2F2 transcriptional activity inhibitors, primary screen, cell-based, luciferase reporter, HEK293T, luminescence; HEK293T NGFI-A luciferase reporter; hit rate 0.7% among 370,000; COUP transcription factor 2 (Homo sapiens), P24468; inhibition, % at 8.6 µM;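 active = inhibition above a per-plate cutoff, mean inhibition of test wells between control levels plus 3 SD, cut at about 38% in these data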;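 note: cells cotransfected with COUP-TFII expression vector driving the NGFI-A reporter; 0% = median of COUP-TF2 test wells and 100% = reporter-only cells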
LRH-1 inv ag: LRH-1 (NR5A2) inverse agonists, primary screen, cell-based, luminescence, HEK293T, StAR-luciferase reporter; Nuclear receptor subfamily 5 group A member 2 (Homo sapiens), O00482; LRH-1 transfected, 24 h; inhibition, % at 3.6 µM; hit rate 0.13% among 360,000; AID 602396, 2012;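 active = inhibition above the mean inhibition of all tested compounds plus 3 SD, cut at about 73% in these data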;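 note: 0% = DMSO wells and 100% = reporter-only cells lacking LRH-1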
Target sequence (O00482 whole entry, looked up): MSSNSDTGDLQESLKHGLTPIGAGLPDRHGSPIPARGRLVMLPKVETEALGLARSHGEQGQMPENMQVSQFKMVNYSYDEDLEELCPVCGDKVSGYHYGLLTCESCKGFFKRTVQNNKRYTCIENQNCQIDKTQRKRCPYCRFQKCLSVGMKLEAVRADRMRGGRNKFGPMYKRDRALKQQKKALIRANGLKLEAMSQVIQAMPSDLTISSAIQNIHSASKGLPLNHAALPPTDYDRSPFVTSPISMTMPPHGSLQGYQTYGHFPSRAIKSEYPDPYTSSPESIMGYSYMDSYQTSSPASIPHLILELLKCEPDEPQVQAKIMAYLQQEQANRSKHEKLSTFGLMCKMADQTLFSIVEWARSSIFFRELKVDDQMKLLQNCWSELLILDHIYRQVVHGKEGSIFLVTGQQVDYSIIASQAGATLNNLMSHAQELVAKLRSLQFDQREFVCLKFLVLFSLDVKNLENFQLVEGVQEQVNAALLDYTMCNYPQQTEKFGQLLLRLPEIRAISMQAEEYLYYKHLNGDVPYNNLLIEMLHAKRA
ABHD5-PLIN5 inh: ABHD5-PLIN5 interaction inhibitors, primary screen, cell lysate, split luciferase complementation, luminescence | Perilipin-5 (Homo sapiens) + 1-acylglycerol-3-phosphate O-acyltransferase ABHD5 (Homo … | Split G. princeps luciferase complementation, 4 h | inhibition, % at 4 µM | hit rate 0.78% among 360,000;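 active = inhibition above the mean inhibition across every tested compound plus 3 SD, cut at about 22% in these data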;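 note: 0% = DMSO only wells and the 100% control is not disclosed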
The depositor's hits bear a star; x = no result given. A portion of the library. The share of hits here may be higher or lower than overall.

SMILES	Exocytosis inh	TROY signal inh	NCOA2 inhibitor	TLR9-MyD88 block	TWEAK Fn14 block	NCOA3 inh	NOD2 RIPK2 PPI	NCOA1 inh	COUP-TFII inh	LRH-1 inv ag	ABHD5-PLIN5 inh
CCOc1ccc2[nH]cc(C(=O)NCCc3ccccc3)c(=O)c2c1	1	29	1	0	16	-1	1	1	16	17	4
COc1cccc(Nc2nnc(SCC(=O)N3CC(C)OC(C)C3)s2)c1 (stereo unspecified)	2	-7	-12	7	0	-9	7	-14	-2	-12	0
O=c1[nH][nH]cc1C=NCc1cccc(C(F)(F)F)c1	30	3	-9	8	12	5	1	15	1	2	-3
CCS(=O)(=O)c1ccc(-c2cccc(NC(=O)COc3ccccc3)c2)nn1	-14	-21	-15	-1	-30	-14	-5	3	-9	-9	3
CC(C)(C)n1nc2c(c1NC(=O)c1ccc(Cl)c([N+](=O)[O-])c1)CS(=O)(=O)C2	-3	49	-5	-2	54*	13	-5	7	-3	-4	8
COc1ccc(C(=O)NCCn2cc(SCC(=O)NCC3CCCO3)c3ccccc32)cc1 (stereo unspecified)	-4	59*	18	-4	84*	-7	-6	-1	14	-3	-3
O=C(NCC[C@H]1CC[C@@H](NC(=O)C2CCC2)[C@@H](CO)O1)c1cc(Cl)cc(Cl)c1	18	x	-14	x	x	x	-11	x	-9	2	1
O=C(CNC(=O)c1cn2ccccc2n1)Nc1ccc(F)c(F)c1	12	-55	-36	1	-21	-60	-3	-95	-44	-123	-4
CCCc1nc2sc3ccccc3c(=O)c2c(=O)n1Cc1ccco1	2	-8	-44	1	-11	-16	2	-15	-8	-7	28*
Cc1cc(NS(=O)(=O)c2ccc(-c3ccccc3)cc2)no1	-4	-9	19	3	-14	-4	8	11	18	-16	-3
COc1ccc(CCNC(=O)C2CCN(S(=O)(=O)c3ccc(-n4cnnn4)cc3)CC2)cc1OC	-1	-3	24	10	-8	9	0	-7	-17	26	11
CC1CCCC(NC(=O)c2ccncc2)C1C (stereo unspecified)	-3	-25	20	3	4	0	-3	-1	-1	6	3
COc1ccccc1C1/C(=C(/O)c2ccccc2)C(=O)C(=O)N1CC(C)C (stereo unspecified)	-1	-4	-8	1	-10	14	-6	12	7	10	-4
Clc1cc(Cl)c(OCc2nc(-c3ccccn3)no2)cc1Cl	-3	-50	-46	-2	6	-117	-5	-108	-50	-102	6
CCC1CCCCN1C(=O)CCc1nnc(Cc2cc(OC)ccc2OC)o1 (stereo unspecified)	0	-36	-8	-1	0	-33	0	-19	-18	-33	-2
COc1ccc(Cl)cc1NC(=O)CCCN1C(=O)CCC1=O	-2	8	28	3	-10	-4	0	-11	6	5	-5
COCCNC(=O)CSc1nc2sccc2c(=O)n1-c1ccccc1	-2	12	13	-10	-43	9	1	-15	9	4	-2
CN(Cc1ccccc1)C(=O)c1ccc2c(c1)NC(=O)C(N1CCOCC1)S2 (stereo unspecified)	1	-1	6	1	19	15	-1	2	-3	-24	-10
Cc1ccccc1NC(=O)Cn1nnc(S(=O)(=O)c2ccc(C(C)(C)C)cc2)c1N	0	7	6	2	-21	0	-4	8	-1	6	-7
Cc1ccc(S(=O)(=O)Cn2nnnc2C(CC(C)C)N2CCC(C(N)=O)CC2)cc1 (stereo unspecified)	23	-7	2	1	18	-8	3	-10	10	23	4
Cc1ccc(-c2cc(=O)c3cc(C)ccc3[nH]2)cc1	-3	16	-36	15	67*	-71	-4	-95	-34	-82	-2
COc1ccc(NC(=O)C2(C)CCN2Cc2ccc(SC)cc2)cc1OC (stereo unspecified)	-10	10	14	x	5	13	2	16	12	14	-2
Cn1ncc(Br)c1C(=O)NC1C2CC3CC(C2)CC1C3 (stereo unspecified)	-8	19	26	9	19	17	-3	7	10	9	-4
COc1ccc(NC(=O)CN2CCN(CC(=O)Nc3ccc4c(c3)OCO4)CC2)cc1	-1	-2	3	-1	0	-6	10	-2	2	-2	-2
O=C(NCc1cccs1)C1CC(c2ccc(Cl)cc2)=NO1 (stereo unspecified)	0	-12	-57	2	-14	1	-7	-19	-28	-8	-7

Complete entries, quoted from the list.
COc1ccc(C(=O)NCCn2cc(SCC(=O)NCC3CCCO3)c3ccccc32)cc1 (stereo unspecified) is listed with Exocytosis inh: -4; TROY signal inh: 59*; NCOA2 inhibitor: 18; TLR9-MyD88 block: -4; TWEAK Fn14 block: 84*; NCOA3 inh: -7; NOD2 RIPK2 PPI: -6; NCOA1 inh: -1; COUP-TFII inh: 14; LRH-1 inv ag: -3; ABHD5-PLIN5 inh: -3
Cn1ncc(Br)c1C(=O)NC1C2CC3CC(C2)CC1C3 (stereo unspecified) is listed with Exocytosis inh: -8; TROY signal inh: 19; NCOA2 inhibitor: 26; TLR9-MyD88 block: 9; TWEAK Fn14 block: 19; NCOA3 inh: 17; NOD2 RIPK2 PPI: -3; NCOA1 inh: 7; COUP-TFII inh: 10; LRH-1 inv ag: 9; ABHD5-PLIN5 inh: -4

Next part:
SMILES	Exocytosis inh	TROY signal inh	NCOA2 inhibitor	TLR9-MyD88 block	TWEAK Fn14 block	NCOA3 inh	NOD2 RIPK2 PPI	NCOA1 inh	COUP-TFII inh	LRH-1 inv ag	ABHD5-PLIN5 inh
COCCNC(=S)N1CCN(c2nc(-c3ccc(Cl)cc3)cs2)CC1	2	33	24	11	5	0	-10	18	24	-5	-2
COc1cccc2c1C(=O)c1c(O)c3c(c(O)c1C2=O)CC(O)(C(C)=O)CC3OC1CC(O)C(O)C(C)O1 (stereo unspecified)	10	-89	-296	4	-173	20	-3	52	-89	43	-7
CC(C)NC(=O)C(c1ccc(F)cc1)N(C(=O)CCC(=O)Nc1ccccn1)c1ccccc1F (stereo unspecified)	-6	1	-5	-4	21	7	-10	-13	-12	-3	7
CN1c2ccsc2C(=O)/C(=C\Nc2cccc(C(F)(F)F)c2)S1(=O)=O	-20	-6	-7	x	5	1	-3	-12	14	14	9
COc1cccc(NC(=O)NNC(=O)COc2ccc3ccccc3c2)c1	-1	-16	-31	-13	15	-2	0	-2	-1	17	5
CCn1c(=S)[nH]c2c(c1=O)C(C)(C)Cc1ccccc1-2	2	17	4	-2	17	15	-1	-39	-2	-11	-3
CCOc1ccc2[nH]c(=O)c(CN(Cc3nnnn3Cc3ccco3)C3CCCCC3)cc2c1	-2	-3	-6	-3	12	-14	-9	-36	20	4	17
COc1cccc(CNC(=O)C(C)n2ccc3cc(S(=O)(=O)N4CCCC4)ccc32)c1 (stereo unspecified)	4	1	3	-5	3	-6	7	9	-18	-3	7
Nn1c(-c2ccc(O)cc2)nnc1-c1ccc(O)cc1	-5	-21	8	-1	-1	6	-6	0	-12	-2	2
CCCCCn1c(=O)[nH]c2cc(C(=O)NCCN3CCC(C)CC3)ccc2c1=O	5	8	x	-8	30	4	-5	9	x	-25	1
ON=Cc1cccn1-c1ccccc1	1	9	-3	3	-1	6	-3	-31	-11	13	3
CC(NC(=O)CN1c2cccc3cccc(c23)S1(=O)=O)c1ccccc1 (stereo unspecified)	3	-3	-24	6	-2	4	-9	12	3	12	3
Cn1cccc1Cc1nnc(SCC(=O)Nc2nc3ccccc3s2)n1CCc1ccccc1	-3	-12	x	0	23	-5	11	3	x	10	7
O=c1oc2c(CN3CCN(CCO)CC3)c(O)ccc2cc1-c1ccccn1	-3	8	1	8	-1	5	15	-1	-4	6	-1
O=C(c1noc2c1CCCCC2)N1CCOCC1	-1	-2	x	-3	-14	16	4	15	x	-13	2
CCOC(=O)CN(C(=O)CSc1nnc(CNc2ccc(F)cc2)o1)c1ccccc1	5	-26	-9	2	14	12	11	7	-3	1	-7
O=C(Cn1c2[n+](c3ccccc31)CC(O)CS2)c1ccccc1 (stereo unspecified)	6	-1	-34	2	14	9	-16	17	18	13	0
CCCCc1nc2sc3c(c2c(=O)[nH]1)CCC3	-10	11	-32	-8	-3	-6	4	-3	29	9	-10
CC(C)C(=O)Nc1nnc(SCC(=O)NCc2ccc3c(c2)OCO3)s1	-1	5	1	-7	-7	5	7	-4	-4	-20	-1
COCCN(C(=O)C(C)C)c1nnc(-c2ccc(C(C)(C)C)cc2)s1	-1	-20	-11	9	-18	12	-6	-10	-1	-5	-3
Cc1ccc(OCC(=O)NCCc2nc3ccccc3[nH]2)c(C)c1	-2	-15	3	-4	3	8	4	1	27	-3	1
CN1CN(C)c2cccc3cccc1c23	-1	-3	9	3	5	10	-11	5	-4	12	0
Oc1ccc2[nH]cnc2c1CN1CCCCC1	-4	-20	-1	-4	-3	18	-5	11	9	-6	-1
Cc1ccc(S(=O)(=O)NCc2ccccc2)cc1C(=O)N1CCCCCCC1	-7	0	-2	-2	1	10	9	-3	-1	6	-1
O=[N+]([O-])c1cc(/C=N/n2c(-c3cccnc3)n[nH]c2=S)ccc1Cl	-3	6	-27	-7	3	1	0	-11	-17	-15	9

Quoted from the listing.
Entry for `Cc1ccc(OCC(=O)NCCc2nc3ccccc3[nH]2)c(C)c1` under LRH-1 inv ag: -3
Entry for `Cn1cccc1Cc1nnc(SCC(=O)Nc2nc3ccccc3s2)n1CCc1ccccc1` under ABHD5-PLIN5 inh: 7

3 compounds out of the list above, ordered by their value in Exocytosis inh, highest first.
Molecule,Exocytosis inh,NCOA2 inhibitor,TLR9-MyD88 block,TWEAK Fn14 block,NCOA3 inh,NOD2 RIPK2 PPI,NCOA1 inh,COUP-TFII inh,LRH-1 inv ag,ABHD5-PLIN5 inh
O=C(Cn1c2[n+](c3ccccc31)CC(O)CS2)c1ccccc1 (stereo unspecified),6,-34,2,14,9,-16,17,18,13,0
ON=Cc1cccn1-c1ccccc1,1,-3,3,-1,6,-3,-31,-11,13,3
CN1c2ccsc2C(=O)/C(=C\Nc2cccc(C(F)(F)F)c2)S1(=O)=O,-20,-7,x,5,1,-3,-12,14,14,9

Four structures already listed, sorted by SMILES length, rising:
SMILES	Exocytosis inh	TROY signal inh	NCOA2 inhibitor	TLR9-MyD88 block	TWEAK Fn14 block	NCOA3 inh	NOD2 RIPK2 PPI	NCOA1 inh	COUP-TFII inh	LRH-1 inv ag	ABHD5-PLIN5 inh
O=c1oc2c(CN3CCN(CCO)CC3)c(O)ccc2cc1-c1ccccn1	-3	8	1	8	-1	5	15	-1	-4	6	-1
CC(NC(=O)CN1c2cccc3cccc(c23)S1(=O)=O)c1ccccc1 (stereo unspecified)	3	-3	-24	6	-2	4	-9	12	3	12	3
CCOc1ccc2[nH]c(=O)c(CN(Cc3nnnn3Cc3ccco3)C3CCCCC3)cc2c1	-2	-3	-6	-3	12	-14	-9	-36	20	4	17
CC(C)NC(=O)C(c1ccc(F)cc1)N(C(=O)CCC(=O)Nc1ccccn1)c1ccccc1F (stereo unspecified)	-6	1	-5	-4	21	7	-10	-13	-12	-3	7

Compound activity as filed in PubChem.
